Bioassay records from PubChem.
FN deposition inh = inhibitors of fibronectin matrix deposition, primary screen, AH1F cells, Alexa488-fibronectin fluorescence, plate reader | AH1F fibroblasts, overnight | inhibition, % at 12.6 µM | 350,000 compounds, 0.086% hits | AID 743247, 2014;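 active = mean inhibition across replicates of 30% or more, regardless of how many single replicates reach that level; inconclusive = mean under 30% yet at least half of replicates reach 30%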;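 also: positive control wells lacked labelled fibronectin entirely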
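Material: AH1F fibroblasts assembling fluorescent fibronectin matrix; amount: 10000 AH1F cells/well; medium: DMEM, 2% serum; reagent: Alexa488-fibronectin, 24 nM final in well; dosing: single compound dose, delivered by pin transfer; incubation: 1 h adhesion, overnight exposure; detection: fluorescence after three HBSS washes, excitation 485 nm, emission 525 nm; measure: fibronectin deposition inhibition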
miR122 inh = miR-122 Renilla sensor signal increase in Huh7, primary screen, miR-122 inhibitor project, cell-based, single point, plate reader; 340,000 compounds, 0.3% hits; Huh7 miR-122 Renilla luciferase sensor, 48 h; neutral wells = 0, positive control = 100; activation (reporter increase), % at 12.5 µM; AID 602342, 2012;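 active = mean replicate activation score at least 90 and every replicate individually at or above 90; inconclusive = only one of the two criteria met; inactive = neither criterion met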;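 also: higher luciferase means less miR-122 activity so hits act as miR-122 inhibitors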
DENV2 CPE rescue = inhibitors of DENV2 cytopathic effect, primary screen, cell-based, plate reader, single concentration; AID 651640, 2012; CPE inhibition, % at 9.99 µM; DENV2-infected cells, cytopathic effect rescue; 350,000 compounds, 1.7% hits; in the data active = CPE inhibition above about 20%, passing the limit was not always enough; inconclusive = no clear call, values can overlap the other calls; tested in BHK-21 cells;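 also: 0% = median of neutral control wells and 100% = median of positive control wells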
EWS-Fli block = EWS/Fli-driven NR0B1 reporter inhibitors, primary screen, A673 cells, NR0B1 luciferase, luminescence, MLPCN library; viability-normalised; inhibition, % at 12.6 µM; 350,000 compounds, 0.67% hits;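 active = mean inhibition of at least 50% after viability correction, with every replicate also passing that limit; inconclusive = mean reaches 50% but only one of two replicates passes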;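 also: firefly luciferase signal divided by Alamar Blue viability fluorescence both relative to DMSO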
GSIS activator = GLuc luminescence reporter in INS-1E cells, primary screen for activators of glucose-dependent secretion of insulin. INS-1E GLuc reporter insulin secretion, 2-3 h. activation, % at 16.6 µM. 370,000 compounds, 0.61% hits. AID 743287, 2014;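 active = lowest replicate activation of at least 40%, so every replicate reaches that level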;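 also: 0% = median of neutral control wells and 100% = median of IBMX positive control wells; some compounds called inactive have numbers as strong as hits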
CFTR F508del cor = F508del CFTR correction, initial screen, CFBE line, single point | 350,000 compounds, 0.36% hits | CFBE cells, YFP halide quenching; stimulated with forskolin plus potentiator P3; % fluorescence drop versus neutral controls | activity (quench increase), % at 7.58 µM;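 active = mean added fluorescence quench of at least 8% versus neutral control, with both replicates also reaching 8%; inconclusive = only one of the mean or replicate conditions met; inactive = mean below 8% and not both replicates reaching 8%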;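 also: cells transiently co-express mutant CFTR-F508del with the halide-sensitive YFP; corrector assay measuring rescue of mutant channel to the surface after 24 h compound exposure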
PAX8 reporter = inhibitors of PAX8-driven TPO luciferase reporter, primary screen, RMG-I cells, single concentration; SteadyGlo, 24 h; inhibition, % at 12.6 µM; 360,000 compounds, 1.2% hits;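 active = mean replicate inhibition at least 60% with every replicate also reaching 60%; inconclusive = only one of the two criteria is met; inactive = mean below 60% and not all replicates reaching 60%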;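 also: luciferase light reporting Pax8 driven TPO promoter activity; plate controls were median of neutral control wells for no effect and mitoxantrone controls for full effect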
* hit, by the source's call; ? = inconclusive; nt = not tested or not shown; [ ] = remark or other dose. Outcome played no part in choosing rows, and some 3.9% of all compounds hit somewhere here.

SMILES	FN deposition inh	miR122 inh	DENV2 CPE rescue	EWS-Fli block	GSIS activator	CFTR F508del cor	PAX8 reporter
O=C(CC1C(=O)NCCN1C(=O)Nc1ccccc1)Nc1cc(Cl)cc(Cl)c1 (stereo not drawn)	9.7	-5.6	2.2	nt	-33.1	0.4	0.6
COC(=O)[C@]12C[C@H](CC(=O)N3CCCCC3)C(=O)N(CCC3=CCCCC3)C1=C[C@H](COCc1ccccc1)O[C@@H]2C	-10.0	nt	1.6	-67.6	nt	0.5	-17.1
CCCCN(CC)CCCNC(=O)c1cc2c(=O)[nH]c3ccccc3c2s1	nt	-6.8	-3.7	0.1	4.9	-3.0	3.1
Cc1nn(-c2ccccc2)c(C)c1NC(=O)COc1ccc([N+](=O)[O-])cc1	3.7	0.8	5.9	-3.9	-13.8	1.0	-0.3
COC(=O)c1ccc2c(c1)NC(=O)C(N1CCCC1)S2 (stereo not drawn)	-0.4	0.0	nt	nt	-16.3	nt	nt
COc1ccc(CC(=O)N/N=C(/C)CC(=O)N(C)c2ccccc2)cc1	4.6	6.1	-2.1	-24.8	0.6	-0.3	19.0
O=C(C[C@@H]1CC[C@@H]2[C@H](COC[C@@H](O)CN2Cc2cccc(Cl)c2)O1)NCC1CCCCC1	-6.4	-3.7[16.7 µM]	1.7	8.5	-13.0	0.8	17.5
CCc1nc2c(OCc3ccccc3C(=O)OC)cccn2c1N(C)C(=O)Nc1ccccc1OC	3.8	-1.6	-4.7	2.8	-22.2	2.3	19.8
O=C1CSC(=Nc2ccc(F)cc2)N1	2.0	-4.4	-0.3	10.7	-1.1	0.9	-8.8
CC1(C)SC2C(NC(=O)C3(N)CCCCC3)C(=O)N2C1C(=O)O (stereo not drawn)	nt	nt	-7.1	-3.5	17.2	0.2	4.1
CC(C)CNC(=S)Nc1ccc(Oc2ccccc2)cc1	10.7	nt	12.6	-5.0	84.9*	nt	-12.9
CC(=O)c1ccc(S(=O)(=O)NC2CC2)cc1	0.4	-10.1	-4.0	-0.5	12.1	-0.3	-9.7
COc1cc2c(cc1OC)C(C1C(=O)CC(C)CC1=O)N(C(=O)CCl)CC2 (stereo not drawn)	-7.4	nt	-4.9	-9.4	3.1	-0.7	-1.5
COC(=O)c1c(C)[nH]c(C(=O)C(C)OC(=O)C2CC2)c1C (stereo not drawn)	-2.0	-6.3	10.4	5.1	28.8	-2.0	-0.5
COc1ccc(Cn2c(O)c(/C=N/NC(=O)c3cccnc3)c3ccccc3c2=O)cc1	-0.7	nt	11.1	20.7	-11.0	?	30.8
Cc1ccc(-n2ncc3c2CCCC3NC(=O)CCc2c(C)noc2C)cc1C (stereo not drawn)	5.3	3.7	63.8*	0.9	-10.6	1.3	6.3
C[C@H]1CN([C@@H](C)CO)C(=O)Cc2cc(NS(C)(=O)=O)ccc2O[C@H]1CN(C)Cc1ccc(Oc2ccccc2)cc1	nt	5.7[16.7 µM]	5.2	-322.2	-6.5	0.3	-2.5
CN(CCC#N)C(=S)Nc1ccc(F)cc1	-4.2	-0.9	3.5	0.1	6.1	-2.5	5.2
CCCNC(=O)C[C@@H]1C[C@@H]2c3cc(NC(=O)C4CCOCC4)ccc3O[C@@H]2[C@@H](CO)O1	0.9	2.9[16.7 µM]	12.7	-2.9	7.5	-0.5	-12.7
COc1ccc(CCNC(=O)c2c(C)nn(CC(C)C)c2Cl)cc1	-5.4	-2.3	-5.4	-10.6	nt	-0.2	nt
CC(C)NC(=O)N[C@H]1C[C@@H]2O[C@H](CO)CC[C@@H]2O[C@@H]1CCc1ccc(-c2ccccc2F)cc1	nt	nt	-2.9	5.0	nt	-0.3	-2.7
O=[N+]([O-])c1ccc(C2NS(=O)(=O)N=C3CCCCCN32)cc1 (stereo not drawn)	-4.5	3.2	?	0.6	0.3	-2.4	-6.0
CCc1nc2ccc(C(=O)NCCCN(C)C)cn2c1N(C)CCCc1ccccc1	1.5	-6.1	-5.3	8.7	nt	1.9	-19.8
C[C@@H]1CN([C@H](C)CO)C(=O)Cc2cc(NC(=O)CCCCCC(=O)Nc3ccccc3N)ccc2O[C@H]1CN(C)Cc1ccc2c(c1)OCO2	nt	-5.9[16.7 µM]	-8.0	13.4	0.1	0.7	5.7
COC(=O)C(Cc1ccc(O)cc1)NC(=O)c1ccccc1 (stereo not drawn)	-2.7	-21.9	nt	nt	-3.5	nt	nt
O=C(C[C@@H]1CC[C@@H](NC(=O)Nc2ccc3c(c2)OCO3)[C@H](CO)O1)NCCCN1CCOCC1	-5.3	nt	4.4	nt	-7.5	1.0	nt
COc1ccccc1CC(=O)Nc1ccccc1O	-1.6	-2.2	nt	nt	10.3	nt	nt
Cc1cccc(S(=O)(=O)Nc2cc(Cl)ccc2N2CCOCC2)c1	-13.3	-3.7	-2.2	2.5	31.6	-1.7	6.3
C[C@@H]1O[C@H](C2CCCCC2)Cc2[nH][nH]c(=O)c21	-5.9	nt	3.6	-17.0	1.2	1.3	10.8
COc1ccccc1NC(=O)c1ccc(NC(=O)CSc2nc(N)cc(=O)[nH]2)cc1	-4.9	nt	-1.5	-39.2	nt	-3.7	0.5

In the list so far, these have a nitro group on carbon.
SMILES	FN deposition inh	miR122 inh	DENV2 CPE rescue	EWS-Fli block	GSIS activator	CFTR F508del cor	PAX8 reporter
Cc1nn(-c2ccccc2)c(C)c1NC(=O)COc1ccc([N+](=O)[O-])cc1	3.7	0.8	5.9	-3.9	-13.8	1.0	-0.3
O=[N+]([O-])c1ccc(C2NS(=O)(=O)N=C3CCCCCN32)cc1 (stereo not drawn)	-4.5	3.2	?	0.6	0.3	-2.4	-6.0

More records follow.
SMILES	FN deposition inh	miR122 inh	DENV2 CPE rescue	EWS-Fli block	GSIS activator	CFTR F508del cor	PAX8 reporter
CCCCc1cc(=O)oc2cc(C)cc(OC(C)C(=O)O)c12 (stereo not drawn)	-13.2	-31.7	nt	nt	nt	nt	0.6
CCOCCCNC(=O)C1CCC(CNS(=O)(=O)c2ccc(Cl)cc2)CC1 (stereo not drawn)	nt	-1.8	-3.7	0.0	-5.7	-0.5	nt
CCN(CC)S(=O)(=O)c1ccc(N2CCCC2)c(NC(=O)c2ccc(N3CCCC3=O)cc2)c1	5.8	nt	2.0	5.5	-7.9	1.9	-8.8
C=CCN(CC=C)C(=O)c1cccc(OC2CCN(S(=O)(=O)N(C)C)CC2)c1	-4.4	-2.7	6.0	14.9	-8.5	-8.1	20.1
Cc1cc(C)c(C(=O)COC(=O)C2CCN(c3ccc(C(F)(F)F)cn3)CC2)cc1C	3.9	nt	?	0.2	-2.2	0.7	-10.1
Cc1cc(C(=O)OCC(=O)Nc2cc(S(=O)(=O)N(C)C)ccc2C)c(C)o1	-1.1	nt	15.3	-6.6	-6.2	1.0	-1.6
O=C(c1cc2nc(-c3ccco3)cc(C(F)(F)F)n2n1)N1CCCCCC1	-5.8	-0.9	nt	nt	22.8	nt	nt
COc1ccc(NC(C)=O)c([N+](=O)[O-])c1[N+](=O)[O-]	-0.1	nt	7.0	11.3	-7.6	-2.8	2.8
Cc1nn(Cc2ccc(C(=O)N/N=C/c3ccncc3)o2)c(C)c1Cl	nt	-2.5	-7.0	2.4	5.0	1.8	9.3
COc1ccc(S(=O)(=O)N2CCOCC2)cc1NC(=O)CN1CCCCCC1	-1.9	nt	1.4	4.0	0.7	-2.2	0.1
CC(=O)Nc1cccc(NCC(=O)Nc2cc(S(=O)(=O)N3CCCCC3)ccc2Cl)c1	-0.6	24.4	-2.0	2.5	-10.6	-2.6	18.2
C(=N/Nc1nccs1)/c1cccnc1	2.4	nt	5.1	6.3	9.5	-0.4	5.0
CC(C)OC(=O)NCCOC(=O)Nc1ccc(Cl)c(Cl)c1	7.0	-1.2	nt	nt	-30.3	nt	-0.8
CO[C@H]1CN(C)C(=O)c2cc(NC(=O)Nc3ccccc3F)ccc2OC[C@@H](C)NC[C@H]1C	-12.1	1.5[16.7 µM]	-3.1	-1.3	0.3	-0.1	nt
Cc1sc2nc(C3CC3)nc(N3CCN(C(=O)c4ccc(Cl)cc4)CC3)c2c1C	4.6	0.2	1.8	38.3	-5.2	-1.3	27.9
Cc1noc(C)c1CSc1nc2ccccc2c(=O)n1-c1ccc(Cl)cc1	11.3	25.8	nt	nt	-39.8	nt	nt
Cc1cccc(-c2ccc([C@@H]3[C@@H](CO)N4CCCCN(Cc5ccncc5)C[C@H]34)cc2)c1	nt	4.7[16.7 µM]	-7.5	0.7	9.5	-0.8	15.9
Cc1ccc(S(=O)(=O)N(CC(=O)NC2CCCC2)c2cccc(C)c2)cc1	4.2	5.5	4.1	-6.7	-37.3	-1.4	55.6
Cc1c(C(=O)N/N=C/c2ccc(N3CCOCC3)cc2)nc2ccccn12	-0.5	nt	2.8	-16.1	16.2	-0.2	-8.3
COC(=O)C(CCSC)NC(=O)CNS(=O)(=O)c1ccc(F)cc1 (stereo not drawn)	1.9	2.6	nt	nt	nt	nt	-16.0
O=C(c1cccnc1)N1CC(=O)N2[C@H](CO)[C@@H](c3ccc(-c4cccnc4)cc3)[C@H]2C1	nt	nt	15.6	-6.8	-3.9	1.3	-13.4
Cc1cc(C)c2c(n1)SCC(=O)N2CC(=O)Nc1ccc(F)cc1	-0.6	-5.3	1.0	-5.6	4.0	-1.6	15.0
C[C@@H]1CN([C@H](C)CO)C(=O)c2cc(-c3cccc(F)c3)cnc2O[C@H]1CN(C)C(=O)c1cnccn1	nt	-1.9[16.7 µM]	15.5	7.8	13.8	nt	4.7
CCOc1ccccc1-n1nnnc1SCC(=O)NC(=O)NCc1ccco1	2.2	-1.9	nt	nt	nt	nt	4.9
C[C@H](CO)N1C[C@H](C)[C@H](CN(C)CC2CCCCC2)Oc2ncc(-c3ccc(F)cc3)cc2C1=O	4.0	-3.8[16.7 µM]	-4.8	-37.9	-8.6	-0.5	-9.5
CCN1CCN(CCCNC(=O)CS(=O)(=O)Cc2nc(-c3ccccc3C)oc2C)CC1	-3.3	-6.5	3.1	-4.1	9.2	-1.8	-14.2
CCOc1ccc(S(=O)(=O)Oc2ccc3ccccc3c2)cc1	-1.3	42.7	nt	nt	-2.7	nt	14.5
O=C(COC(=O)c1c(F)cccc1F)NCc1cccs1	-1.6	-1.5	3.8	-3.6	12.1	-0.8	-6.9
C[C@@H]1CCCCO[C@H](CN(C)Cc2ccc(C(F)(F)F)cc2)[C@H](C)CN([C@H](C)CO)C(=O)c2cc(NC(=O)c3ccccc3)ccc2O1	nt	-12.5[16.7 µM]	6.3	20.4	-9.2	-1.1	99.2*
Cc1cc[n+](CCC(=O)O)c2ccccc12	0.5	0.7	nt	nt	nt	nt	-19.5
O=C(Nc1ccccc1F)N1CCCCN2[C@H](CO)[C@H](c3ccc(/C=C/c4ccccc4)cc3)[C@H]2C1	3.8	-18.4[16.7 µM]	nt	76.1*	-3.9	-4.4	-4.0
CC(C)c1ccc(S(=O)(=O)c2nnn3c2nc(N2CCCCC2)c2ccccc23)cc1	-2.1	nt	nt	nt	8.5	nt	-6.0
F[B-](F)(F)c1cncnc1	2.5	nt	0.8	8.2	8.1	1.5	1.8
CCOc1ccc(NC(=O)CN(C)CC(=O)Nc2ccccc2SC)cc1OCC	nt	-2.5	nt	nt	18.9	nt	-12.4
CCC1(c2ccccc2)C(=O)N(C(=O)OC(C)(C)C)N1C(=O)OC(C)(C)C (stereo not drawn)	-12.4	-2.6	-10.3	-1.7	-6.8	4.1	-4.8
CC(C)[C@H](NC(=O)C1CCN(S(=O)(=O)c2ccccc2)CC1)C(=O)NCc1ccco1	-4.1	-12.6	-2.2	-1.9	nt	0.9	16.0
